Bioassay records from PubChem BioAssay.
hERG WT inh: inhibitors of human wildtype KCNH2 potassium channel | Q12809 | U2OS, BacMam KCNH2, thallium flux FluxOr; hits give low values | activity change, % at 1.84 µM | 340,000 tested, 0.37% active | AID 720551;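 active means maximum activity change below -70%; inconclusive means maximum activity change between -70% and -50%; inactive means maximum activity change above -50%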; further: on the % scale 0 is the no-effect control and ±100 the full control effect
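U2OS cells were transduced with wild-type KCNH2 virus (2.03 x 10^8 / mL) for 4 h at room temperature, then cultured overnight at 37 C. Thallium flux was read with FluxOr dye. Rate constants were normalized to DMSO controls.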
Integrin act MD: activates integrin-mediated alleviation for muscular dystrophy | AID 624291 | alpha7betagal myoblasts, beta-gal FDG fluorescence, 48 h | Potency, µM (top dose mostly 38.3 µM), for inactives: at the highest dose activation, hits mostly activators | 350,000 tested, 0.064% active;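 further: potency means the concentration at half of the fitted maximal effect; 100% = response of the positive control SU9516; nearly all actives have a fitted effect of over 60% in size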
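alpha7betagal+/- myoblasts (passage 13, 250/well) treated 48 h at 37C with compounds at 1:260 dilution of DMSO stock. Lysed, then beta-galactosidase activity read as FDG fluorescence (ex 480/em 540) after 30 min, with pre-read for autofluorescence.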
CXXC DNA block: inhibitors of human MLL CXXC domain-DNA interaction | Q03164 | MLL-CXXC / FITC-HOXA9 DNA fluorescence polarization | Potency, µM (highest dose often 115 µM), for the others: at the top dose activity change, negative = inhibition, actives largely listed as inhibitors | 290,000 tested, 0.037% active; active means well fitted inhibition curve with a large enough effect in the polarisation, with a control signal flat, not every such curve was filed as active; inconclusive means small, poorly fitted or top-dose-only effect, or effect the other way, or a change in a side signal; inactive means no such curve, though single readings can be large or run the other way; the % refers to the polarisation; further: potency means the concentration at half of the fitted maximal effect
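Fluorescence polarization: 7 uM MLL-CXXC (stock) preincubated 5 min with compounds, then 50 nM fluorescein-HOX-A9 DNA (stock) added; 30 min ambient. Buffer 50 mM Tris-HCl pH 7.5, 50 mM NaCl, 1 mM DTT, 0.05% BSA.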
FBPA coupling cs: inhibits coupling enzyme system, counter-screen for aldolase hits; AID 2472; activity change, negative = inhibition, % at 58.2 µM, hits read low; 290,000 tested, 0.67% active; coupling enzyme system counterscreen, AmpLite Red fluorescence; in the data active means activity change below about -30%; further: on the % scale 0 is the no-effect control and ±100 the full control effect
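Fluorescence at 525 nm excitation and 598 nm emission measured inhibition of the coupled detection system without aldolase. Compounds (at 57.5 uM final) were preincubated 10 min at room temperature with coupling enzyme reagent before a 20 min substrate/AmpLite Red step.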
MBNL1-CUG inh: blocks human MBNL1 binding to CUG repeat RNA | Potency, µM (highest dose often 57.5 µM), without a hit: at the top dose activity change, negative = inhibition, usual class: inhibitors | TR-FRET MBNL1-His/biotin-(CUG)12 binding, 665/545 ratio | Q9NR56 | AID 2675 | 280,000 tested, 0.036% active; active means well fitted inhibition curve with a large enough effect in the signal ratio, with a control signal flat, not every such curve was filed as active; inconclusive means small, poorly fitted or top-dose-only effect, or effect the other way, or a change in a side signal; inactive means no such curve, though single readings can be large or run the other way; the % refers to the signal ratio; further: potency means the concentration at half of the fitted maximal effect; on the % scale 0 is the no-effect control and ±100 the full control effect
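Compounds (final 92 nM to 58 uM) are added to His-tagged MBNL1 and biotin-(CUG)12, then terbium anti-His antibody and streptavidin-XL665 (5 nM final). After 60 min at room temperature, the 665/545 nm ratio is read.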
TRPV1 agonist: activates the human vanilloid receptor TRPV1; Q8NER1; TRPV1-expressing cells, Fluo-8 calcium influx, agonist mode; activation, % at 8.33 µM; 320,000 tested, 0.19% active; AID 540275; in the data active means activation above about 80%; inconclusive means between about 30% and that limit; further: 0% is about no effect
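Fluo-8 calcium influx in TRPV1-expressing cells, kinetic read (ex 480/em 520 nm). Compound added and read 3 min for agonist activity, followed by capsaicin at EC20 final and 2 min further read for enhancement.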
KCNH2 3.1 block: inhibitors of human KCNH2 3.1 potassium channel isoform; U2OS KCNH2 3.1, thallium flux FluxOr; hits give low values; activity change, % (tested at about 1.8 µM); 340,000 tested, 0.95% active; AID 720553;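 active means maximum activity change below -70%; inconclusive means maximum activity change from -70% to -50%; inactive means maximum activity change above -50%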;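 further: thallium influx rate constant from kinetic fluorescence after stimulation buffer; on the % scale 0 is the no-effect control and ±100 the full control effect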
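Virally transduced U2OS (3.1 isoform, 4 h infection in dark at RT) → overnight 37 C → FluxOr + Red40 in HBSS/HEPES, 45 min → stimulation buffer, 2 min kinetic read → rate constant vs DMSO controls.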
GALK inh: inhibitors of human galactokinase; P51570; Purified GALK, Kinase-Glo residual ATP luminescence; Potency, µM (series often up to 57.5 µM), for inactives: top-dose activity change, negative = inhibition, actives largely listed as inhibitors; 270,000 tested, 0.007% active; further: potency means the concentration at half of the fitted maximal effect; on the % scale 0 is the no-effect control and ±100 the full control effect
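Quantitative HTS: GALK 5 nM, ATP 35 uM, galactose 100 uM, 1 h room temperature, then luciferase-based ATP detection.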
AT treatment: potential ataxia-telangiectasia treatment. […] A-T fibroblasts, KAP-1 phosphorylation AlphaLISA; neocarzinostatin DNA damage 30 min before lysis. Potency, µM (titrated, usually from 57.5 µM), for the others: at the highest dose activation, usual class: activators. 320,000 tested, 0.19% active. AID 485349; further: potency means the concentration at half of the fitted maximal effect; % of control where 0% means no effect; nearly all actives have a fitted effect of over 45% in size
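ATM-like activity read as KAP-1 phosphorylation via AlphaLISA donor/acceptor antibody pairs after lysis and 6 hr at 25C. Cells were ATM-null patient fibroblasts ([…], hTERT), dosed 60 min, then exposed to the DSB inducer NCS for 30 min.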
S-ASM inh: human S-ASM enzyme inhibition; P17405; placental ASM, HMU-PC fluorogenic substrate, 60 min; Potency, µM (titrated, usually from 57.5 µM), inactives show top-dose activity change, negative = inhibition, actives largely listed as inhibitors; 340,000 tested, 0.006% active; AID 504937; further: potency means the concentration at half of the fitted maximal effect
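Human placenta-derived ASM preincubated with compound 10 min at room temperature, then reacted with 9 uM (final) fluorogenic HMU-PC substrate for 60 min at 37 C. Stop solution raises pH to 10; fluorescence read at Ex 386/Em 447 nm.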
The depositor's hits bear a star; i = inactive; ? = inconclusive; . = no result given; [ ] = remark or other dose. Unless noted, the call rests on the fitted dose curve; in most records, active means well fitted curve in the direction sought with a large enough effect; inconclusive means small, poorly fitted or top-dose-only effect, or another doubt; inactive means no such curve, though single readings can be large; an effect the other way counts as inactive or inconclusive.

Codes – A = hERG WT inh; B = Integrin act MD; C = CXXC DNA block; D = FBPA coupling cs; E = MBNL1-CUG inh; F = TRPV1 agonist; G = KCNH2 3.1 block; H = GALK inh; I = AT treatment; J = S-ASM inh
1) COc1ccccc1N(CC(=O)NCc1ccccc1)S(C)(=O)=O
  A = 3.3	B = 21.2%	C = 1.3%	D = 1.8	E = -7.4%	F = .	G = -5.8	H = -1.7%	I = -6.3%	J = 5.7%
2) CN(C)CCCN(C(=O)c1ccc(C(=O)c2ccccc2)cc1)c1nc2c(F)cccc2s1
  A = 14.7	B = -30.5%	C = 4.1%	D = .	E = 6.4%	F = -1.1	G = 19.5	H = -2.8%	I = 6.5%	J = -11.2%
3) O=C(COC(=O)/C=C/c1ccc(Br)o1)Nc1ccccc1F
  A = .	B = .	C = -4.6%	D = 2.8	E = 31.9%[activator]	F = 10.0	G = .	H = -1.2%	I = -4.0%	J = .
4) CCOC(=O)c1ccc(NC(=S)N2CCN(CCN=CC3=C(O)CC(c4ccccc4)CC3=O)CC2)cc1 (configuration not stated)
  A = 15.7	B = -9.9%	C = -0.5%	D = -1.6	E = 14.1%	F = 1.0	G = -12.2	H = 0.1%	I = 0.9%	J = -7.7%
5) O=C(c1ccc(Cl)cc1)c1cc(-c2ccccn2)c(N2CCOCC2)s1
  A = 1.9	B = -14.1%	C = -1.4%	D = -0.3	E = 9.0%	F = 11.0	G = -5.9	H = -0.5%	I = 1.1%	J = 17.9%
6) Cc1cccc(N2CCN(C(=O)c3ccc(N4CCCC4=O)cc3)CC2C)c1 (configuration not stated)
  A = 6.0	B = 8.6%	C = -4.7%	D = -2.5	E = 0.5%	F = 4.6	G = 0.4	H = -1.0%	I = 9.1%	J = -1.8%
7) Cc1cc(C(=O)Nc2ccc3c(c2)CCC3)c2ccccc2n1
  A = 3.3	B = 2.5%	C = 31.9%[activator]	D = 0.2	E = 11.8%	F = 26.0	G = -1.2	H = -0.5%	I = 7.5%	J = -0.3%
8) Cc1nc2ccccc2n1CC(=O)N/N=C/c1cccnc1
  A = -39.7	B = 0.4%	C = 8.1%	D = 0.3	E = -1.0%	F = 1.3	G = -32.0	H = 0.2%	I = -4.1%	J = 4.8%
9) CCN(CC)c1nc2ccccc2[nH]1
  A = -2.5	B = -9.1%	C = -0.4%	D = 1.5	E = 15.5%	F = 1.7	G = -17.4	H = 0.1%	I = 1.7%	J = -3.3%
10) CCN(CC)CCCNc1oc(-c2ccccc2[N+](=O)[O-])nc1C#N
  A = 20.4	B = -3.5%	C = -3.2%	D = -2.6	E = .	F = -0.8	G = 11.1	H = 0.5%	I = -6.0%	J = 14.5%
11) COc1ccc(C2CC(c3cccs3)=NN2c2ccccc2)cc1 (configuration not stated)
  A = -1.3	B = 15.3%	C = 11.8%	D = -1.4	E = 39.9%[activator]	F = 4.2	G = 7.6	H = -0.2%	I = 28.2µM*	J = i
12) CCOc1ccc(-c2csc3nc[nH]c(=O)c23)cc1
  A = 5.2	B = -5.3%	C = -1.1%	D = 1.2	E = 4.0%	F = -8.7	G = 10.1	H = -0.7%	I = 6.1%	J = 0.3%
13) Cc1ccccc1-n1nc2c(c1NC(=O)C(C)(C)C)CS(=O)(=O)C2
  A = 5.8	B = 6.8%	C = -2.0%	D = 1.0	E = -7.0%	F = 3.0	G = -2.0	H = -2.5%	I = -3.3%	J = 2.1%
14) CN(C)c1ncc([N+](=O)[O-])cc1C(F)(F)F
  A = -2.7	B = 0.0%	C = -3.1%	D = -5.8	E = .	F = .	G = 11.0	H = 0.0%	I = -4.0%	J = -0.4%
15) CCCCCCNC(=O)CNC(=S)N(Cc1cccs1)C1CCCCC1
  A = -7.7	B = -54.5%[inhibitor]	C = -3.7%	D = 0.5	E = -3.6%	F = ?	G = -24.1	H = -2.3%	I = 5.4%	J = -5.4%
16) O=C(Nc1ccc2oc(-c3ccccc3)nc2c1)c1ccc2c(c1)OCCO2
  A = -5.3	B = -19.1%	C = -0.6%	D = -0.2	E = 22.1%	F = 5.8	G = -7.9	H = -4.2%	I = 1.8%	J = 0.1%
17) COc1cc2c(cc1NC(=O)c1ccc(C(C)(C)C)cc1)CCCC2
  A = 15.9	B = -28.1%	C = -0.6%	D = 2.9	E = 1.7%	F = 0.6	G = 17.9	H = -0.5%	I = 28.3%	J = -4.9%
18) CC(C)(C)SCCNC(=O)c1ccc(CN2CCc3ccccc3C2)cc1
  A = 6.0	B = -52.2%[inhibitor]	C = -2.6%	D = -0.8	E = -5.6%	F = 4.8	G = -13.7	H = .	I = 20.0%	J = 5.0%
19) CCCCCCC(C)n1cc(C(C)=O)c(=O)[nH]c1=O (configuration not stated)
  A = 9.0	B = 5.3%	C = 3.2%	D = 2.8	E = -9.9%	F = 0.5	G = -6.5	H = .	I = 5.0%	J = -2.2%
20) CNC(=S)NNC(=O)c1sccc1OCc1ccccc1
  A = -0.2	B = -2.9%	C = 3.7%	D = -1.7	E = 8.8%	F = 0.0	G = 7.3	H = -1.9%	I = 3.8%	J = 6.9%

Given with bars between the fields: 6 of the compounds above.
cpd | SMILES | hERG WT inh | Integrin act MD | CXXC DNA block | FBPA coupling cs | MBNL1-CUG inh | TRPV1 agonist | KCNH2 3.1 block | GALK inh | AT treatment | S-ASM inh
15 | CCCCCCNC(=O)CNC(=S)N(Cc1cccs1)C1CCCCC1 | -7.7 | -54.5%[inhibitor] | -3.7% | 0.5 | -3.6% | ? | -24.1 | -2.3% | 5.4% | -5.4%
16 | O=C(Nc1ccc2oc(-c3ccccc3)nc2c1)c1ccc2c(c1)OCCO2 | -5.3 | -19.1% | -0.6% | -0.2 | 22.1% | 5.8 | -7.9 | -4.2% | 1.8% | 0.1%
17 | COc1cc2c(cc1NC(=O)c1ccc(C(C)(C)C)cc1)CCCC2 | 15.9 | -28.1% | -0.6% | 2.9 | 1.7% | 0.6 | 17.9 | -0.5% | 28.3% | -4.9%
18 | CC(C)(C)SCCNC(=O)c1ccc(CN2CCc3ccccc3C2)cc1 | 6.0 | -52.2%[inhibitor] | -2.6% | -0.8 | -5.6% | 4.8 | -13.7 | . | 20.0% | 5.0%
19 | CCCCCCC(C)n1cc(C(C)=O)c(=O)[nH]c1=O (configuration not stated) | 9.0 | 5.3% | 3.2% | 2.8 | -9.9% | 0.5 | -6.5 | . | 5.0% | -2.2%
20 | CNC(=S)NNC(=O)c1sccc1OCc1ccccc1 | -0.2 | -2.9% | 3.7% | -1.7 | 8.8% | 0.0 | 7.3 | -1.9% | 3.8% | 6.9%
